FH mod = Identification of activators of human fumarate hydratase by quantitative high-throughput screening; AID 1347055, 2019; Fumarate hydratase, mitochondrial (Homo sapiens), P07954; hit rate 0.22% among 54,000; FH coupled MDH/diaphorase resazurin fluorescence, 15 min; Potency, µM (series often up to 79.9 µM), for the others: at the highest dose activity change, negative = inhibition, most hits filed as inhibitors; note: the screen sought activators but most active calls are inhibition curves; nearly all actives have a fitted effect of over 45% in size
Target sequence (P07954 whole entry, looked up): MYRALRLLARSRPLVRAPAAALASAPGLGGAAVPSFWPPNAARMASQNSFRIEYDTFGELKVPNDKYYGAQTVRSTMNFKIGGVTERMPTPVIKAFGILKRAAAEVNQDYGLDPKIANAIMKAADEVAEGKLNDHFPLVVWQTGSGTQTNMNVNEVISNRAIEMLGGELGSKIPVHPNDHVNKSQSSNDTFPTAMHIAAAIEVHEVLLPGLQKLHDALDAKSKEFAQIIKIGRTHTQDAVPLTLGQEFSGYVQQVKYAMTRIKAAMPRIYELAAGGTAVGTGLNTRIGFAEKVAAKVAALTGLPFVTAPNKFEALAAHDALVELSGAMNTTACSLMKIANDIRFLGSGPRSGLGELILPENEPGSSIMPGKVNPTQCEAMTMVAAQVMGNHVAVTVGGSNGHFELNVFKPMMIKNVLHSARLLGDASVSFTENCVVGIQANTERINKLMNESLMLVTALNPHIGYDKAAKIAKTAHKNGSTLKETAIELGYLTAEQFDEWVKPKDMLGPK
NTMT1 inhibitor = Primary qHTS for Inhibitors of N-terminal methyltransferase 1 (NTMT1): MTaseGlo Assay; NTMT1 MTase-Glo SAH luminescence, purified enzyme; Potency, µM (titrated, usually from 114 µM), inactives show at the top dose activity change, negative = inhibition, actives largely listed as inhibitors; hit rate 2.5% among 59,000; AID 1645870, 2021;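 note: plate controls were DMSO vehicle for no effect and no enzyme for full effect; nearly all actives have a fitted effect of over 65% in size; many of its hits are not listed in these tables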
Target sequence (Q9BV86 whole entry, looked up): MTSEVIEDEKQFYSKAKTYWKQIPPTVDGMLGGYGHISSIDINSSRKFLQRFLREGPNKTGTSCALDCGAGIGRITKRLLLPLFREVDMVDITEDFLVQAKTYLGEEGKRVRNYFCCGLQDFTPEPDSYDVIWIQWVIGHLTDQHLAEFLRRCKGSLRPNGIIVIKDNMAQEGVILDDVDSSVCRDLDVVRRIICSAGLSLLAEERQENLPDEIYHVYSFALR
An asterisk follows results filed as active; u = inconclusive; & = joins results of further samples; ! = not confirmed by another sample; [ ] = remark or other dose. Calls come from the whole dose curve; as a rule, active = well fitted curve in the direction sought with a large enough effect; inconclusive = small, poorly fitted or top-dose-only effect, or another doubt; inactive = no such curve, though single readings can be large; an effect the other way counts as inactive or inconclusive. Unless noted, % is set by controls: 0 for no effect and ±100 for the full control effect; potency is the fitted concentration of half-maximal effect.

Sequence of screens: FH mod	NTMT1 inhibitor
O=C(O)Cn1nnc(-c2cc(N3CCC(Oc4cc(F)ccc4Br)CC3)no2)n1
  0%	2%&5%[57.5 µM]
C[C@@H]([C@@H](O)c1ccc(O)cc1)N1CCC(O)(c2ccccc2)CC1
  24%	2%[57.5 µM]
Cc1cc(Nc2nc(NC(C)c3ncc(F)cn3)ncc2Cl)n[nH]1 (stereo not drawn)
  1%	6%[57.5 µM]
CC(C)(C)c1nnc(NS(=O)(=O)c2ccccc2)s1
  -7%[53.3 µM]	2%[57.5 µM]
Cc1cccc(Nc2cc(Cl)nc(SCC(=O)O)n2)c1C
  0%	0%&36%[57.5 µM]
COc1ccc(CNc2nc(N(CCO)CCO)nc3c2ncn3C(C)C)cc1
  -2%	8%[57.5 µM]
c1ccc(Cn2c(-c3ccc(OCC(C4CCNCC4)n4c(-c5ccccc5)nc5ccccc54)cc3)nc3ccccc32)cc1 (stereo not drawn)
  5%	28µM*
COc1ccc(C(=O)Nc2ncc(-c3ccc(C(=O)O)cc3)s2)cc1
  -6%	-16%[57.5 µM]
CO/N=C(\C(=O)O)c1csc(NC(=O)CCl)n1
  4%[53.3 µM]	u
CN(C)C(CCOc1cccc2ccccc12)c1ccccc1 (stereo not drawn)
  -4%	1%[57.5 µM]
CC1(c2nc3c(C(N)=O)cccc3[nH]2)CCCN1 (stereo not drawn)
  9%	0%[57.5 µM]
OCc1ccccn1
  5%[53.3 µM]	17%[57.5 µM]
CCC(=O)O[C@]1(C(=O)SCF)[C@H](C)C[C@H]2[C@@H]3C[C@H](F)C4=CC(=O)C=C[C@]4(C)[C@@]3(F)[C@@H](O)C[C@@]21C
  5%&3%[53.3 µM]	-12%
CCc1c2c(nc3ccc(OC(=O)N4CCC(N5CCCCC5)CC4)cc13)-c1cc3c(c(=O)n1C2)COC(=O)[C@]3(O)CC
  3%&4%[53.3 µM]	-25%
COc1ccc(S(=O)(=O)Nc2c(C)cc(C)cc2C)cc1
  3%	7%[57.5 µM]
CN[C@@H]1C[C@H]2O[C@@](C)([C@H]1OC)n1c3ccccc3c3c4c(c5c6ccccc6n2c5c31)C(=O)N[C@H]4O
  0%[53.3 µM]	-14%[57.5 µM]
C[C@@H](Nc1ncnc2[nH]c(-c3ccc(O)cc3)cc12)c1ccccc1
  u	u
C/C=C/C=N/NC(=O)c1ccncc1
  2%[53.3 µM]	33%[activator][57.5 µM]
COc1ccc(-n2[nH]c3c(cnc4ccccc43)c2=O)cc1
  -5%	-3%[57.5 µM]
CCCCOc1ccc(CC(=O)NO)cc1
  -4%&-6%[53.3 µM]	8%

More entries follow.
Sequence of screens: FH mod	NTMT1 inhibitor
NCCNC(=O)c1ccc(Cl)cn1
  1%[53.3 µM]	20%[57.5 µM]
CCOC(=O)NNc1nncc2ccccc12
  -7%[53.3 µM]	-1%[57.5 µM]
CC(=O)Oc1ccc2c(c1)CC[C@@H]1[C@@H]2CC[C@]2(C)[C@@H](O)CC[C@@H]12
  -14%[53.3 µM]	25µM*
O=C(O)CCCC[P+](c1ccccc1)(c1ccccc1)c1ccccc1
  6%[53.3 µM]	19%[57.5 µM]
CN(C)C/C=C/C(=O)Nc1cc2c(Nc3ccc(F)c(Cl)c3)ncnc2cc1OC1CCOC1 (stereo not drawn)
  16%	6.3µM*
CC(C)(C)OC(=O)c1ncn2c1C(C)(C)Nc1ccccc1-2
  2%	4%[57.5 µM]
Cc1cc(C(C)Nc2ccccc2C(=O)O)c2nc(N3CCOCC3)cc(=O)n2c1 (stereo not drawn)
  2%	12%[57.5 µM]
CCOC(=O)CN1CCCC1=O
  -8%[53.3 µM]	-12%[57.5 µM]
Cc1[nH]nc2ccc(-c3cncc(OC[C@@H](N)Cc4ccccc4)c3)cc12
  u	25µM*!
O=C(NCC1CCN(Cc2cccc(Cl)c2)CC1)[C@@H]1CCCN(c2ncnc3c2nc2n3CCCC2)C1
  5%	-2%[57.5 µM]
c1cncc(CN2CCC(n3ncc4c(N5CCOCC5)nc(-c5ccc6[nH]ccc6c5)nc43)CC2)c1
  -17%	7%
CNC(=O)c1ccccc1Nc1nc(Nc2ccc(N3CCOCC3)cc2OC)ncc1Cl
  u	-16%
CC(C)c1ccc(NC(=O)c2cccs2)c(-c2nc3ccccc3[nH]c2=O)c1
  u	-14%[57.5 µM]
O=C(Nc1ccccc1Br)N[C@@H]1CCN(c2ccc(C(F)(F)F)cn2)C1
  -17%[53.3 µM]	1%
C/C(=N\O)c1ccc(OCC(=O)N2CCCCC2)cc1
  3%[53.3 µM]	11%[57.5 µM]
COc1cc(Nc2ncc3c(n2)-c2ccc(Cl)cc2C(c2c(F)cccc2OC)=NC3)ccc1C(=O)O
  -6%	u
CCc1cncnc1N1CCN(Cc2nc3ccc(C(F)(F)F)cc3[nH]2)CC1
  3%	8%&20%[57.5 µM]
C=CCNc1nc(NCC=C)nc(N2CCN(C(c3ccc(F)cc3)c3ccc(F)cc3)CC2)n1
  -4%[53.3 µM]	-23%[57.5 µM]
CC(C)(C)c1ccc(C(=O)CCCCl)cc1
  -7%[53.3 µM]	u
OC1CCC(Nc2ncc3nc(Nc4c(F)cc(F)cc4F)n([C@@H]4CCOC4)c3n2)CC1 (stereo partly drawn)
  4%[53.3 µM]	14%[57.5 µM]

As a working copy, some entries already given:
Sequence of screens: FH mod	NTMT1 inhibitor
CCOC(=O)CN1CCCC1=O
  -8%[53.3 µM]	-12%[57.5 µM]
Cc1[nH]nc2ccc(-c3cncc(OC[C@@H](N)Cc4ccccc4)c3)cc12
  u	25µM*!

The results go on.
O=C(O)CNC(=O)c1ccccc1
- FH mod: 3%[53.3 µM]
- NTMT1 inhibitor: 0%[57.5 µM]

CC[C@]1(O)C[C@@H]2CN(CCc3c([nH]c4ccccc34)[C@@](C(=O)OC)(c3cc4c(cc3OC)N(C)[C@H]3[C@@](O)(C(=O)OC)[C@H](OC(C)=O)[C@]5(CC)C=CCN6CC[C@]43[C@@H]65)C2)C1
- FH mod: 0%
- NTMT1 inhibitor: u

O=C(NC[C@H](O)CO)c1ccncc1Nc1ccc(I)cc1F
- FH mod: -6%[53.3 µM]
- NTMT1 inhibitor: -12%

CCc1nc(-c2cccc(C)c2)c(-c2ccnc(NC(=O)c3ccccc3)c2)s1
- FH mod: -14%
- NTMT1 inhibitor: 2%&-5%[57.5 µM]

C=C1CCN([C@H](C)[C@](O)(Cn2cncn2)c2ccc(F)cc2F)CC1
- FH mod: 0%
- NTMT1 inhibitor: 5%[57.5 µM]

Cn1c(=O)n(-c2ccc(C(C)(C)C#N)cc2)c2c3cc(-c4cnc5ccccc5c4)ccc3ncc21
- FH mod: 1%[53.3 µM]
- NTMT1 inhibitor: u

C[C@@H](N)c1ccc(C(=O)Nc2ccnc3[nH]ccc23)cc1
- FH mod: -4%
- NTMT1 inhibitor: u

CC(=O)Nc1ccc(S(=O)(=O)Nc2cc(C)on2)cc1
- FH mod: 5%[53.3 µM]
- NTMT1 inhibitor: 8%[57.5 µM]

CCNC(=O)Nc1ccc(-c2nc3c(c(N4CCOC[C@H]4C)n2)CCN(C2COC2)C3)cc1
- FH mod: 0%[53.3 µM]
- NTMT1 inhibitor: -23%[57.5 µM]

O=C(N[C@@H]1CC[C@@H](c2cccc(F)c2F)CN(CC(F)(F)F)C1=O)N1CCC(n2c(=O)[nH]c3ncccc32)CC1
- FH mod: -23%
- NTMT1 inhibitor: -4%[57.5 µM]

O=C(Nc1ccc(Cl)c(Cl)c1)C1CC1
- FH mod: -13%[53.3 µM]
- NTMT1 inhibitor: -29%[57.5 µM]

COc1cc2c(cc1OC)CN(C(=O)[C@@H](NCc1ccncc1)C(C)(C)C)CC2
- FH mod: 2%
- NTMT1 inhibitor: -10%[57.5 µM]

C/C(=C(\CCO)SS/C(CCO)=C(\C)N(C=O)Cc1cnc(C)nc1N)N(C=O)Cc1cnc(C)nc1N
- FH mod: 5%[53.3 µM]
- NTMT1 inhibitor: 21%[57.5 µM]

Nc1ncnc2nc[nH]c12
- FH mod: 0%[53.3 µM]
- NTMT1 inhibitor: u

C#CCC(Cc1cnc2nc(N)nc(N)c2n1)c1ccc(C(=O)N[C@@H](CCC(=O)O)C(=O)O)cc1 (stereo partly drawn)
- FH mod: -8%[53.3 µM]
- NTMT1 inhibitor: 11%

Part of the list above, bar-delimited:
canonical_smiles | FH mod | NTMT1 inhibitor
O=C(NC[C@H](O)CO)c1ccncc1Nc1ccc(I)cc1F | -6%[53.3 µM] | -12%
CCc1nc(-c2cccc(C)c2)c(-c2ccnc(NC(=O)c3ccccc3)c2)s1 | -14% | 2%&-5%[57.5 µM]
C=C1CCN([C@H](C)[C@](O)(Cn2cncn2)c2ccc(F)cc2F)CC1 | 0% | 5%[57.5 µM]
Cn1c(=O)n(-c2ccc(C(C)(C)C#N)cc2)c2c3cc(-c4cnc5ccccc5c4)ccc3ncc21 | 1%[53.3 µM] | u
C[C@@H](N)c1ccc(C(=O)Nc2ccnc3[nH]ccc23)cc1 | -4% | u
CC(=O)Nc1ccc(S(=O)(=O)Nc2cc(C)on2)cc1 | 5%[53.3 µM] | 8%[57.5 µM]

Continued.
CC(C)c1cnn2c(NCc3ccccc3)cc(N[C@@H](CO)[C@H](O)CO)nc12
- FH mod: 1%
- NTMT1 inhibitor: 9%

CCn1cc(C(=O)O)c(=O)c2cc(F)c(N3CCNCC3)nc21
- FH mod: 8%&6%[53.3 µM]
- NTMT1 inhibitor: -1%&13%[57.5 µM]

Cc1cccc(C)c1NC(=O)CN(CC(=O)O)CC(=O)O
- FH mod: 12%[53.3 µM]
- NTMT1 inhibitor: 35%[activator][57.5 µM]

C=C1C[C@@]2(O)O[C@@]3(C[C@H]2C(C)C)[C@@H](C)CC[C@@H]13
- FH mod: 0%
- NTMT1 inhibitor: 1%[57.5 µM]

Cc1c(F)cc2c(=O)c(C(=O)O)cn3c2c1CCC3C (stereo not drawn)
- FH mod: 5%[53.3 µM]
- NTMT1 inhibitor: -5%[57.5 µM]

CN(C)CCOc1ccccc1Cc1ccccc1
- FH mod: -5%[53.3 µM]
- NTMT1 inhibitor: u

Fc1ccc(N2CCCCC2)c(NC(=S)c2ccncc2)c1
- FH mod: -5%
- NTMT1 inhibitor: -3%[57.5 µM]

CNc1c2c(nn1C)CCCC2
- FH mod: -3%[53.3 µM]
- NTMT1 inhibitor: 15%[57.5 µM]

CCCCCCCCCCCCCCNCCO
- FH mod: -5%[53.3 µM]
- NTMT1 inhibitor: u

Cc1cc(C(=O)Nc2cc(Nc3ccc4c(/C=C/c5ccccn5)n[nH]c4c3)ccc2F)n(C)n1
- FH mod: -9%
- NTMT1 inhibitor: 19%

CCN1CCN(Cc2ccc(-c3cc4c(N[C@H](C)c5ccccc5)ncnc4[nH]3)cc2)CC1
- FH mod: -7%[53.3 µM]
- NTMT1 inhibitor: 22µM*

COc1ccc(/C=N/NC(=O)c2ccncc2)cc1OC
- FH mod: 4%[53.3 µM]
- NTMT1 inhibitor: 22%[57.5 µM]

COc1cc2ncnc(Oc3cccc(NC(=O)Nc4cc(C(C)(C)C(F)(F)F)on4)c3)c2cc1OC
- FH mod: u
- NTMT1 inhibitor: -3%[57.5 µM]

Cc1cc(C)cc(OCC2CNC(=O)O2)c1 (stereo not drawn)
- FH mod: -1%[53.3 µM]
- NTMT1 inhibitor: -2%[57.5 µM]

C=CCOc1cc(Cl)ccc1C(=O)NCCN(CC)CC
- FH mod: -2%[53.3 µM]
- NTMT1 inhibitor: -15%[57.5 µM]

O=C(CS(=O)Cc1ccco1)NC/C=C\COc1cc(CN2CCCCC2)ccn1 (stereo not drawn)
- FH mod: -2%[53.3 µM]
- NTMT1 inhibitor: -2%[57.5 µM]

COc1cc(NC(=O)c2ccc(-c3ccc(Cl)cc3)o2)cc(OC)c1
- FH mod: -3%[53.3 µM]
- NTMT1 inhibitor: 23%

Screens from PubChem.

Only part of the results is shown, so the mix of outcomes need not match the whole.
